DAX1 inh-1 = DAX1 (NR0B1) inhibitors on StAR promoter, primary screen, cell-based, luminescence, SF-1 (NR5A1), full-length DAX-1; AID 652010, 2013; 370,000 compounds, 1.1% hits; inhibition, % at 6.8 µM; HEK293T StAR-luciferase reporter, SF-1/DAX-1 repression relief;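 active means inhibition above the mean over all tested compounds plus 3 SD, cut at about 3.6% in these data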;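 further: 0% = DAX-1 cells with DMSO and 100% = cells lacking DAX-1 with DMSO; higher inhibition means more luminescence from relief of DAX-1 repression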
ADAM10 inh = human ADAM10 inhibitors, primary screen, biochemical, QFRET, HTS; Disintegrin and metalloproteinase domain-containing protein 10 (Homo sapiens), O14672; recombinant ADAM10, EDANS/DABCYL FRET peptide cleavage, 3 h; inhibition, % at 7 µM; 370,000 compounds, 0.62% hits; AID 720582, 2013;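 active means inhibition above a per-campaign cutoff equal to the mean of compounds falling between control-based bounds plus 3 SD, cut at about 20% in these data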;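 further: 0% = DMSO wells while the 100% control is not disclosed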
PG9 binder = binders of HIV-1 gp120 antibody PG9, primary screen, biochemical, TR-FRET; HIV-1 gp120 / PG9 antibody interaction; TR-FRET gp120-PG9 antibody binding; inhibition, % at 6.7 µM; 360,000 compounds, 0.43% hits; in the data active means inhibition above about 8.5%
DAX1 inh-2 = DAX1 (NR0B1) inhibitors, primary screen, cell-based, HEK293, Gal4-DAX1, luciferase luminescence | 340,000 compounds, 0.99% hits | AID 504766, 2011 | HEK293 Gal4-DAX1 luciferase reporter | inhibition, % at 6.75 µM;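 active means inhibition above the mean over all tested compounds plus 3 SD, cut at about 4.2% in these data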;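 further: 0% = DAX1-transfected cells with DMSO and 100% = empty-vector control cells with DMSO; inhibition shows as a rise in luminescence from relieved DAX1 repression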
Target sequence (P51843 207-470 limits assumed): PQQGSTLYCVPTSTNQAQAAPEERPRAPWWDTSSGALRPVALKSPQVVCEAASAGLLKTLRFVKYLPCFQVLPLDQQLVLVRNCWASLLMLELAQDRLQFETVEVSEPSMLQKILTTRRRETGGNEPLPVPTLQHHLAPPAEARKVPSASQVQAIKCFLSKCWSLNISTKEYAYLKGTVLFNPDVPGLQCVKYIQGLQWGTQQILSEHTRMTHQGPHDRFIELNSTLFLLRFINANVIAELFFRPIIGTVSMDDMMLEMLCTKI
ADAM17 inh = ADAM17 inhibitors, primary screen, biochemical, QFRET; inhibition, % at 6.95 µM; Disintegrin and metalloproteinase domain-containing protein 17 (Homo sapiens), P78536; recombinant ADAM17, EDANS/DABCYL FRET peptide cleavage; 370,000 compounds, 0.83% hits;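 active means inhibition above the mean of compounds lying between control limits plus 3 SD, set per campaign, cut at about 8.5% in these data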;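 further: 0% = DMSO-only wells as the low control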
Target sequence (P78536 215-824 limits assumed): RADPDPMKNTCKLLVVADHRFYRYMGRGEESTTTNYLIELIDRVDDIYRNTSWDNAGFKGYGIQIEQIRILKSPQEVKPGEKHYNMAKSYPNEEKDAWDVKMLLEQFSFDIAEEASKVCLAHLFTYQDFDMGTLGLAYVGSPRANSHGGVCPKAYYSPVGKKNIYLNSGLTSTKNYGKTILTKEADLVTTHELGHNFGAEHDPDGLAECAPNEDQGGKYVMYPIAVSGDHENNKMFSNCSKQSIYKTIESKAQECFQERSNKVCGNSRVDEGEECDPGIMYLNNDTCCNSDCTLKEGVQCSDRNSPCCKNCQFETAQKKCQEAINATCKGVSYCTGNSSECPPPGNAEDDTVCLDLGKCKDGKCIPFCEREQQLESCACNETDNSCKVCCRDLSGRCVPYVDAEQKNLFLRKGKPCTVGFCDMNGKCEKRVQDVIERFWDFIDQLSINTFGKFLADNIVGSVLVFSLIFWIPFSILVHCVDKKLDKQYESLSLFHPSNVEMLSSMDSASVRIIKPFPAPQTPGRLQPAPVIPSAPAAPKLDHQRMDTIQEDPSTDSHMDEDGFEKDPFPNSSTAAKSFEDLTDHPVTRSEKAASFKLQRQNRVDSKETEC
SMARCA2 act = SMARCA2 (BRM) function activators, primary screen, cell-based, luminescence, high throughput; MG213 cells, MMTV-luciferase reporter, dexamethasone, overnight; 370,000 compounds, 1% hits; activation, % at 9.1 µM; in the data active means activation above about 7.8%;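 further: 0% = vehicle wells and 100% = reference activator wells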
hcDAF-12 act = H. contortus DAF-12 nuclear receptor activators, primary screen, cell-based, luminescence, HEK293, lit1-tk-luc reporter; AID 652067, 2013; activation, % at 6.8 µM; HEK293 hcDAF-12 lit1-tk-luc reporter; 0% DMSO, 100% Δ7-dafachronic acid; 370,000 compounds, 1.4% hits;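 active means activation above the mean of all tested compounds plus 3 SD, cut at about 5.5% in these data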;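 further: 100% = response to 3 µM Δ7-dafachronic acid high control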
ssDAF12 agonist = S. stercoralis DAF-12 nuclear receptor activators, primary screen, cell-based, luminescence, HEK293, GRIP1 co-expression, lit1-tk-luc. Nuclear hormone receptor DAF-12 (Strongyloides stercoralis). HEK293 ssDAF-12/GRIP1 lit1-tk-luc reporter; % of 3 µM dafachronic acid response. activation, % at 6.8 µM. 370,000 compounds, 1% hits. AID 652126, 2013;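 active means activation above the mean over all tested compounds plus 3 SD, cut at about 0.9% in these data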;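 further: 0% = DMSO-only wells and 100% = 3 µM delta7-dafachronic acid wells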
GC-A act = GC-A stimulated cGMP production enhancers – HEK293 GC-A cells, cGMP TR-FRET, EC30 ANP, primary screen; Atrial natriuretic peptide receptor 1 (Homo sapiens), P16066; 0% at EC30 ANP, 100% saturating ANP; 370,000 compounds, 0.14% hits; activation, % at 10 µM; in the data active means activation above about 40%
GAA850 FXN act = FXN promoter activators, primary screen, cell-based, luciferase luminescence, HEK293 lucGAA850. AID 540364, 2011. HEK293 lucGAA850 FXN promoter luciferase reporter, 24 h; percent of 10 µM SAHA response. 360,000 compounds, 0.56% hits. activation, % at 6 µM;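 active means activation above the average of all compounds screened plus 3 SD, cutoff fixed separately per campaign, cut at about 7.5% in these data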;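 further: 0% = DMSO wells and 100% = 10 µM SAHA wells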
hgDAF-12 ag = H. glycines DAF-12 receptor agonists, primary screen, cell-based, luminescence, HEK293, GAL4 fusion, UAS-luciferase | 370,000 compounds, 1.8% hits | Nuclear hormone receptor DAF-12 (Heterodera glycines), GAL4 fusion | HEK293 GAL4-hgDAF12 UAS-luciferase reporter, agonist luminescence; normalized to butyrate control | activation, % at 6.8 µM | AID 687014, 2013;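 active means activation above a cutoff set at the mean of all screened compounds plus 3 SD, cut at about 10% in these data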;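 further: 0% = DMSO wells and 100% = sodium butyrate wells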
Active calls of the source: *; i = inactive; . = no result given.

SMILES | DAX1 inh-1 | ADAM10 inh | PG9 binder | DAX1 inh-2 | ADAM17 inh | SMARCA2 act | hcDAF-12 act | ssDAF12 agonist | GC-A act | GAA850 FXN act | hgDAF-12 ag
Cc1ccc(O)c(C(=O)c2cnc3c(c2)COc2ccc(C)cc2-3)c1 | -1.2 | 2 | -2.6 | -0.5 | 0 | 0 | -1.9 | -1.1 | -1 | -2.0 | 0.7
COc1cccc(NC(=O)CNC(C)CCC(C)C)c1 (configuration not stated) | 0.0 | 4 | 1.3 | -0.3 | -3 | -3 | -1.5 | -1.1 | -4 | -2.1 | 0.9
CCOC(=O)c1ccc(NS(C)(=O)=O)cc1 | -0.4 | 7 | -0.3 | 0.0 | -25 | 1 | -1.5 | -1.2 | -2 | 0.8 | 0.0
Cc1ccc(N2CC(C(=O)N3CCC(C(=O)NC(C)(C)C)CC3)CC2=O)cc1 (configuration not stated) | 0.7 | 7 | 3.2 | -0.2 | 3 | -3 | -1.4 | -1.0 | -2 | 1.1 | 1.5
CC(=O)c1sc(C(C)(C)C)cc1NC(=O)c1ccccc1C(=O)O | -0.3 | 1 | 48* | . | 0 | 2 | -0.7 | -1.7 | 47* | 2.5 | -0.7
O=C1c2cccc3cccc(c23)C(=O)N1CCN1CCN(CC(O)COc2ccc3ccccc3c2)CC1 (configuration not stated) | -0.1 | -7 | -0.5 | -1.2 | -5 | -1 | -3.9 | -1.7 | -3 | 0.4 | -0.6
COc1cc(C=C2C(=O)C=CC2=O)ccc1O | -3.5 | 6 | -1.1 | . | 5 | -8 | -0.5 | -1.1 | 28 | . | -1.2
CC(C)CN(C(=O)COC(=O)c1cnc(Cl)c(Cl)c1)c1c(N)n(Cc2ccccc2)c(=O)[nH]c1=O | 0.7 | -7 | -0.1 | -0.7 | -3 | 0 | 1.2 | -0.8 | -8 | -1.9 | 0.1
O/N=C/c1ccc(-c2cc(Cl)ccc2Cl)o1 | -0.2 | 4 | 1.4 | 1.1 | -2 | 1 | -1.7 | -1.4 | -6 | 1.7 | -0.4
CCOC(=O)c1[nH]cnc1C(=O)NC1CCN(C(=O)OC(C)(C)C)CC1 | -0.1 | 4 | 1.3 | 0.1 | -1 | 0 | -1.4 | -1.2 | -2 | 2.8 | 0.2
Cc1cc(C)cc(OCC(=O)N(Cc2cccs2)C2CCS(=O)(=O)C2)c1 (configuration not stated) | 0.3 | 3 | -1.3 | -2.4 | -2 | -1 | -0.2 | 0.5 | -7 | -1.6 | 1.9
COC(=O)C(Cc1ccc(O)cc1)N1Cc2ccccc2C1=O (configuration not stated) | 0.5 | -5 | -2.6 | 0.1 | -1 | 9.1* | 3.3 | -0.7 | 3 | 6.6 | 10
CCN(C(=O)COC(=O)c1cccc2ccccc12)c1c(N)n(Cc2ccccc2)c(=O)[nH]c1=O | 1.2 | -10 | 1.1 | -0.7 | 0 | -2 | -1.9 | -1.2 | -4 | 0.4 | -1.7
Cc1ccc(-n2c(Cn3c(C)nc4ccccc43)n[nH]c2=S)cc1 | -0.4 | 1 | -0.8 | -1.5 | -5 | -2 | -0.5 | -0.9 | 4 | 1.7 | 0.8
CC1(C(=O)NS(=O)(=O)C2CC2)CCCN(C(=O)CSc2ccccc2)C1 (configuration not stated) | 0.7 | -2 | 1.2 | . | 1 | 11* | -0.2 | -1.3 | 5 | 0.8 | -4.4
CCN(C(=O)COC(=O)c1cccnc1SC)C1CCCCC1 | 0.9 | -8 | -2.2 | 0.2 | -1 | -3 | -0.4 | -1.3 | -4 | 0.2 | -0.2
COC(=O)c1ccccc1NC(=O)c1ccc(-c2ccccc2F)o1 | -0.2 | -1 | 1.4 | -0.5 | -4 | 2 | -0.7 | -0.9 | -9 | 3.4 | 2.3
CN(C(=O)COc1ccc(-c2nnco2)cc1)C1CCS(=O)(=O)C1 (configuration not stated) | 1.6 | -10 | 0.6 | 1.5 | -4 | -1 | 1.3 | -0.9 | 0 | 1.1 | 1.4
O=C(COc1ccccc1)NNc1c2ccccc2nc2ccccc12 | -1.9 | i | -9.7 | -1.4 | -188 | -1 | -0.9 | -0.7 | 9 | 1.0 | -2.0
CNC(=O)c1nn(-c2ccccc2)ccc1=O | -0.3 | -1 | -0.3 | 0.5 | -2 | 0 | 2.2 | -0.5 | 3 | -0.3 | -1.1
CC1(Oc2ccc3ccccc3c2)CCN(Cc2cccn2-c2nccs2)C1 (configuration not stated) | -0.5 | -7 | 0.1 | . | -2 | -1 | 2.6 | -1.2 | -9 | 3.1 | 1.7
Oc1ccc(Br)cc1-c1cc(-c2ccccc2Cl)[nH]n1 | 0.6 | 7 | -0.4 | 0.3 | 1 | -2 | 4.5 | -0.9 | 3 | 4.8 | 11*
COc1ccc(C(C(=O)NC2CCCCC2)N(C(=O)CCCC(=O)Nc2ccccn2)c2ccc3c(c2)OCCO3)cc1 (configuration not stated) | -0.1 | 6 | 0.1 | -0.4 | -1 | 5 | -1.5 | -1.4 | -1 | 0.4 | 1.9
C/C=C/C=C/C(=O)N1CC2(CC(c3cccc(NC(=O)CCCCC)c3)=NO2)C[C@H]1C(N)=O (some centres not stated) | -0.1 | -5 | 1.8 | -1.1 | -6 | -2 | -1.4 | -1.1 | -3 | -0.7 | 1.7
Cc1ccc(CNC(=O)Cn2cccc2C(=O)c2ccccc2C)cc1 | 0.3 | 0 | 1.6 | -0.2 | 0 | 0 | -0.4 | -0.3 | -9 | 1.4 | 3.5
New compounds follow.
SMILES | DAX1 inh-1 | ADAM10 inh | PG9 binder | DAX1 inh-2 | ADAM17 inh | SMARCA2 act | hcDAF-12 act | ssDAF12 agonist | GC-A act | GAA850 FXN act | hgDAF-12 ag
COc1ccc2c(Cl)c(C(=O)NC3CCS(=O)(=O)C3)sc2c1 (configuration not stated) | 0.0 | 1 | -0.7 | 0.7 | -6 | 2 | 0.7 | 0.1 | 2 | 0.7 | 3.0
O=S(=O)(Nc1nccs1)c1ccc(Cl)cc1 | 0.6 | 6 | -1.4 | -0.3 | -4 | -1 | 0.0 | -1.1 | -2 | 0.9 | -0.2
COc1ccc(N2CCN(C(=O)COC(=O)/C=C/c3ccc(OC(F)F)cc3)CC2)cc1 | 0.4 | -12 | 0.7 | 0.0 | 1 | -2 | -1.0 | 0.1 | 0 | 0.3 | 1.4
Cc1ccc(S(=O)(=O)NCC(=O)OCC(=O)c2cc(C)n(-c3ccccc3)c2C)cc1 | -0.2 | -1 | 0.7 | -0.4 | 2 | -1 | 3.9 | -1.2 | -2 | -0.8 | 0.1
Cc1cc(NC(=O)Nc2cc(F)ccc2F)no1 | -0.4 | -1 | -1.0 | -1.0 | 2 | -3 | -0.4 | -1.2 | 5 | 1.3 | 0.0
N/C(=N\N=C\c1cccc(O)c1)c1nonc1N | 7.2* | -9 | 0.9 | -0.8 | -1 | -1 | 13* | 3.2* | -3 | 7.9* | 20*
Cc1ccc(O)c(NC(=O)c2ccc3c(c2)C(=O)N(CC(C)C)C3=O)c1 | 0.8 | -1 | 1.0 | 1.9 | -4 | 1 | 0.5 | 0.2 | -1 | 2.3 | 6.8
COC(=O)c1ccc2[nH]c(C)cc(=O)c2c1 | 0.4 | -220 | 2.5 | 1.0 | -75 | 1 | 1.5 | -0.9 | -3 | 2.6 | 0.4
O=C(Nc1ccc(C(=O)N2CCOCC2)cc1)C1CC1 | 1.5 | -11 | -0.1 | 0.4 | -3 | 5 | -1.5 | -1.6 | 5 | -2.3 | 2.1
CN(C)c1ccc(S(=O)(=O)N2CCCCC2)cc1NC(=O)CCNC(=O)c1ccco1 | 0.4 | -11 | -0.8 | 0.9 | -5 | -2 | -1.3 | -1.7 | 3 | 0.6 | 2.9
CCOC(=O)N1CCN(C(=O)CN(c2ccccc2OC)S(=O)(=O)c2ccc(OC)cc2)CC1 | 1.2 | -5 | -0.5 | -0.3 | -3 | -3 | -1.2 | -0.7 | 0 | -0.3 | -0.6
Cc1cc(-c2nnc(CCC(=O)NCCc3ccccc3F)o2)no1 | -0.2 | -11 | -1.4 | 0.5 | -2 | 4 | -1.7 | -0.3 | 2 | 3.0 | -1.9
COc1cc(CN2CCN(c3cccc(C)c3C)CC2)cc([N+](=O)[O-])c1O | -0.8 | 5 | -3.1 | 0.2 | 1 | 4 | -1.1 | -1.8 | -2 | 1.1 | -0.5
O=S(=O)(c1ccc(Cl)cc1)N1CCN(CCc2ccccc2)CC1 | -0.1 | 5 | 0.8 | 0.7 | -3 | 1 | -1.0 | -0.7 | 2 | -0.1 | 0.0
Cc1ccc(S(=O)(=O)CC(=O)Nc2c(C)n(C)n(-c3ccccc3)c2=O)cc1 | 0.5 | -2 | -0.4 | -0.4 | -2 | -2 | 0.1 | -0.6 | 1 | -0.4 | -0.2
COc1ccc(C(C(=O)NC2CCCCC2)N(Cc2cccs2)C(=O)Cc2c[nH]c3ccccc23)cc1OC (configuration not stated) | -0.1 | 4 | 1.7 | 0.7 | -5 | 2 | -0.2 | -1.1 | -16 | -4.9 | -2.7

Compound profiles, as listed above. Order of values: DAX1 inh-1, ADAM10 inh, PG9 binder, DAX1 inh-2, ADAM17 inh, SMARCA2 act, hcDAF-12 act, ssDAF12 agonist, GC-A act, GAA850 FXN act, hgDAF-12 ag
COc1cc(CN2CCN(c3cccc(C)c3C)CC2)cc([N+](=O)[O-])c1O reads -0.8, 5, -3.1, 0.2, 1, 4, -1.1, -1.8, -2, 1.1, -0.5
CN(C)c1ccc(S(=O)(=O)N2CCCCC2)cc1NC(=O)CCNC(=O)c1ccco1 reads 0.4, -11, -0.8, 0.9, -5, -2, -1.3, -1.7, 3, 0.6, 2.9
COc1ccc(C(C(=O)NC2CCCCC2)N(Cc2cccs2)C(=O)Cc2c[nH]c3ccccc23)cc1OC (configuration not stated) reads -0.1, 4, 1.7, 0.7, -5, 2, -0.2, -1.1, -16, -4.9, -2.7
Cc1cc(NC(=O)Nc2cc(F)ccc2F)no1 reads -0.4, -1, -1.0, -1.0, 2, -3, -0.4, -1.2, 5, 1.3, 0.0
CCOC(=O)N1CCN(C(=O)CN(c2ccccc2OC)S(=O)(=O)c2ccc(OC)cc2)CC1 reads 1.2, -5, -0.5, -0.3, -3, -3, -1.2, -0.7, 0, -0.3, -0.6

Source: PubChem BioAssay (several laboratories)
